Screens deposited in PubChem BioAssay by National Center for Advancing Translational Sciences (NCATS).
Integrin act MD = activates integrin-mediated alleviation for muscular dystrophy; Potency, µM (series often up to 38.3 µM), inactives show at the top dose activation, most hits filed as activators; AID 624291; alpha7betagal myoblasts, beta-gal FDG fluorescence, 48 h; hit rate 0.064% among 350,000;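 further: potency means the concentration at half of the fitted maximal effect; 100% = response of the positive control SU9516; nearly all actives have a fitted effect of over 60% in size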
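alpha7betagal+/- myoblasts (passage 13, 250/well) treated 48 h at 37C with compounds at 1:260 dilution of DMSO stock. Lysed, then beta-galactosidase activity read as FDG fluorescence (ex 480/em 540) after 30 min, with pre-read for autofluorescence.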
ASM inhibitor = blocks human secretory acid sphingomyelinase | P17405 | placental ASM, HMU-PC fluorogenic substrate, 60 min | Potency, µM (doses to about 57.5 µM), for the others: at the highest dose activity change, negative = inhibition, most hits filed as inhibitors | hit rate 0.006% among 340,000 | AID 504937; further: potency means the concentration at half of the fitted maximal effect
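Human placenta-derived ASM preincubated with compound 10 min at room temperature, then reacted with 9 uM (final) fluorogenic HMU-PC substrate for 60 min at 37 C. Stop solution raises pH to 10; fluorescence read at Ex 386/Em 447 nm.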
USP2a block = blocks human ubiquitin-specific protease USP2a | O75604 | Potency, µM (highest dose often 38.3 µM), without a hit: top-dose activity change, negative = inhibition, actives largely listed as inhibitors | USP2 core, Ub-CHOP2 coupled fluorogenic reporter, 485/531 | AID 463254 | hit rate 0.01% among 330,000;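 further: potency means the concentration at half of the fitted maximal effect; plate controls were DMSO wells for no effect and full inhibition by NEM control for full effect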
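Cell-free coupled assay: 10nM USP2 core preincubated 30min RT with compound in Tris-HCl pH 8.0/CaCl2/CHAPS buffer, then 25nM Ub-CHOP2 and 25nM reporter substrate; fluorescence (Ex 485/Em 531) read after 60min RT, normalized to NEM inhibition, concentration-response curves fitted.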
TRPV1 ag = agonists of human vanilloid receptor 1 (TRPV1); Q8NER1; TRPV1-expressing cells, Fluo-8 calcium influx, agonist mode; activation, % at 8.33 µM; hit rate 0.19% among 320,000; in the data active means activation above about 80%; inconclusive means between about 30% and that limit; further: 0% is about no effect
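Fluo-8 calcium influx in TRPV1-expressing cells, kinetic read (ex 480/em 520 nm). Compound added and read 3 min for agonist activity, followed by capsaicin at EC20 final and 2 min further read for enhancement.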
ELG1 genotox = inducers of genotoxicity in HEK293T ELG1-luciferase cells; AID 504466; HEK293T ELG1-luciferase reporter, luminescence, 16 h; hit rate 1.3% among 330,000; Potency, µM (titrated, usually from 46 µM), without a hit: top-dose activity change, positive = activation, usual class: activators; further: potency means the concentration at half of the fitted maximal effect; % of control where 0% means no effect; nearly all actives have a fitted effect of over 60% in size
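HEK293T cells expressing luciferase-tagged ELG1 were treated with compound or DMSO for 16 hr at 37°C. Luciferase activity was then read after 30 min with ONE-Glo at room temperature; rising signal flags genetic stress.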
p53 reactivator = re-activators of mutant p53 | H1299 p53-A138V BP100-luciferase reporter, luminescence, 24 h | Potency, µM (highest dose often 92.2 µM), for the others: at the top dose activity change, positive = activation, usual class: activators | hit rate 0.063% among 320,000; further: potency means the concentration at half of the fitted maximal effect; % of control where 0% means no effect; nearly all actives have a fitted effect of over 45% in size
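p53-null H1299 cells stably carrying temperature-sensitive p53-A138V and a BP100-luciferase reporter were pinned with compounds (4-point, 1:5 series) and held 24 hrs at 37 deg C. Luminescence was read 10 min after detection reagent.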
uPA surface inh = blocks generation of uPA at the cell surface; cell surface uPA generation assay, qHTS; Potency, µM (series often up to 38.3 µM), for inactives: at the highest dose activity change, negative = inhibition, most hits filed as inhibitors; hit rate 0.31% among 330,000; AID 540303; active means well fitted inhibition curve with a large enough effect; inconclusive means small, poorly fitted or top-dose-only effect; inactive means no such curve, though single readings can be large or run the other way; tested in mouse RAW 264.7 cells; further: potency means the concentration at half of the fitted maximal effect; on the % scale 0 is the no-effect control and ±100 the full control effect; nearly all actives have a fitted effect of over 55% in size
B2AR arrestin = beta2AR (human) beta-arrestin recruitment activity. P07550. beta-arrestin recruitment to beta2AR, cell-based reporter. Potency, µM (series often up to 46.1 µM), for the others: top-dose activation, usual class: activators. hit rate 0.02% among 330,000;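 further: potency means the concentration at half of the fitted maximal effect; 0% = DMSO controls and full agonism = EC100 isoproterenol or metaproterenol; nearly all actives have a fitted effect of over 65% in size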
BRCA1 expr act = increases BRCA1 expression. MCF7-BRCA1-FFLuc reporter, luminescence, 48 h; response scale: scaled: vehicle 0%, 10 µM genistein 100%. Potency, µM (titrated, usually from 46.1 µM), inactives show at the top dose activation, usual class: activators. hit rate 1.1% among 380,000. AID 624202; further: potency means the concentration at half of the fitted maximal effect; nearly all actives have a fitted effect of over 80% in size; some results filed as inactive show a strong effect at the top dose
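MCF7-BRCA1-FFLuc, 2000 cells/well; 2 h attach, 37 °C/5% CO2; compound 48 h; luciferase substrate 15 min; luminescence end-point. Norm. to genistein 10 microM max activation and DMSO; concentration-response curves fitted.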
Eya2 inh = inhibitors of human Eya2 phosphatase activity | recombinant Eya2, OMFP fluorescence dephosphorylation (OMFP is methylfluorescein phosphate) | hit rate 0.006% among 330,000 | Potency, µM (highest dose often 76.9 µM), for inactives: at the highest dose activity, negative = inhibition, hits mostly inhibitors; further: potency means the concentration at half of the fitted maximal effect; on the % scale 0 is the no-effect control and ±100 the full control effect
Target sequence (O00167 whole entry, looked up): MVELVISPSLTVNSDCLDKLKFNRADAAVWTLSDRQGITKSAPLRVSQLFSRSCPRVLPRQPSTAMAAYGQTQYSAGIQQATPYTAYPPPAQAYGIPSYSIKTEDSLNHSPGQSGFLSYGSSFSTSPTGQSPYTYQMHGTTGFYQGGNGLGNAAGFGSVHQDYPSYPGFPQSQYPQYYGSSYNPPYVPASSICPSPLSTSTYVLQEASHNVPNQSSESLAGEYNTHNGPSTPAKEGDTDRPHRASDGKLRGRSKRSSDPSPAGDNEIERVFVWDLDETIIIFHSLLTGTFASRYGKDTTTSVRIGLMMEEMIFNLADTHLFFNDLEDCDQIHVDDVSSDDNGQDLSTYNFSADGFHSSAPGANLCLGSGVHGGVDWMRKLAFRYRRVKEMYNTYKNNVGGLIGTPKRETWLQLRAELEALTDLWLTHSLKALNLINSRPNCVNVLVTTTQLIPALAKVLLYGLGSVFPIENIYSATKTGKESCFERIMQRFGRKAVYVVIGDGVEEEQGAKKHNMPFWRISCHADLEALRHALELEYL
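Eya2 protein (added as 0.2 uM solution) was preincubated with compound for 10 min at ambient temperature in 50 mM HEPES pH 7.5, 50 mM NaCl, 5 uM MgCl2, 0.05% BSA, 1 mM DTT. OMFP (added at 50 uM) then reacted 10 min; fluorescence read at 485/525 nm.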
PTAP TSG101 blk = blocks PTAP/TSG101 interaction to inhibit HIV-1 budding; 340,000 tested, under 10 active; Potency, µM (series often up to 115 µM), without a hit: at the highest dose activity change, negative = inhibition, most hits filed as inhibitors; Q99816; Fluorescence polarization, FITC-PTAP peptide / Tsg101 binding; AID 493005; active means well fitted inhibition curve with a large enough effect in the main read-out, with a control signal flat, not every such curve was filed as active; inconclusive means small, poorly fitted or top-dose-only effect, or effect the other way, or a change in a side signal; inactive means no such curve, though single readings can be large or run the other way; further: potency means the concentration at half of the fitted maximal effect; % of control where 0% means no effect
Target sequence (Q99816 whole entry, looked up): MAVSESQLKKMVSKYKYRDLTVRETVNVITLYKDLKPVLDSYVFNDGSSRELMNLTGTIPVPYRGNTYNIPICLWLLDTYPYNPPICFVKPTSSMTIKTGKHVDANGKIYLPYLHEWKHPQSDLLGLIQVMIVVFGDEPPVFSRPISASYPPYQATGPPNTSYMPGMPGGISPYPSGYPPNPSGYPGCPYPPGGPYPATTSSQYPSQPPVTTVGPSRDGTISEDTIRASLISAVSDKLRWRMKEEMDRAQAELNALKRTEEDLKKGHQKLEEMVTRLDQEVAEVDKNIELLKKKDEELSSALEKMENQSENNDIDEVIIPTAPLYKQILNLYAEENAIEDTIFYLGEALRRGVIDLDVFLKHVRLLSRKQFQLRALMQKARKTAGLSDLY
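Fluorescence anisotropy tracks displacement of a FITC-tagged PTAP peptide (50 nM) from the Tsg101 binding domain (10 uM), following a 20 min room-temperature incubation at pH 7.5.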
Starred values were filed as active, the others as inactive; ? = inconclusive; nt = no result given; [ ] = another dose, or the depositor's remark. Unless noted, the call rests on the fitted dose curve; in most records, active means well fitted curve in the direction sought with a large enough effect; inconclusive means small, poorly fitted or top-dose-only effect, or another doubt; inactive means no such curve, though single readings can be large; an effect the other way counts as inactive or inconclusive. Not a hit list. Share with any hit: about 2.6%.

SMILES	Integrin act MD	ASM inhibitor	USP2a block	TRPV1 ag	ELG1 genotox	p53 reactivator	uPA surface inh	B2AR arrestin	BRCA1 expr act	Eya2 inh	PTAP TSG101 blk
O=S(=O)(c1ccc(F)cc1)N1CCC(N2CCCC2)CC1	5.1%	-0.7%	-0.3%	0.8	-10.8%	-1.8%	-8.8%	-0.5%	-0.8%	-1.7%	-2.2%
O=C(NNC(=O)c1cccs1)c1ccc([N+](=O)[O-])cc1	-14.5%	-0.3%	0.6%	-5.3	1.0%	-2.0%	-3.7%	0.4%	25.3%	-5.8%	-0.2%
O=c1ccc2cc(S(=O)(=O)N3CCN(c4ccccc4F)CC3)ccc2[nH]1	-23.1%	-0.6%	-0.9%	?	-3.9%	8.7%	10.4%	-0.1%	-26.9%	-4.3%	-0.6%
O=C(O)CCc1ccc(-c2ccccc2)n1NC(=O)c1cccs1	-1.8%	11.2%	4.2%	1.6	1.8%	-0.5%	-1.0%	-0.4%	9.7%	2.9%	-9.1%
CCCN(CCC(=O)Nc1cc(OC)cc(OC)c1)CC1CC1	-2.0%	1.2%	-0.5%	-1.2	-2.0%	0.1%	-3.3%	-0.7%	-5.6%	5.8%	-3.2%
COc1ccc2c(c1)c(/C=N/Nc1nc3ccccc3[nH]1)c(C)n2C	-58.4%[inhibitor]	-24.4%	-2.3%	-1.5	4.4%	5.0%	-1.1%	-0.5%	-72.8%	-16.1%	0.5%
Cc1ccc(S(=O)(=O)CCc2nc3ccccc3[nH]2)cc1C	-20.3%	-1.4%	12.3%	19.8	-4.8%	2.1%	-0.5%	0.2%	-13.0%	12.3%	0.6%
COc1ccc(C(=O)NC2CCCc3c2cnn3-c2ccccc2F)o1 (stereo not given)	0.0%	7.0%	0.4%	21.8	-4.8%	-4.6%	1.0%	-0.1%	-6.9%	-3.2%	5.8%
O=C(NCc1ccc2c(c1)OCO2)Oc1ccccc1	19.6%	-3.4%	-1.6%	1.3	-11.0%	-0.5%	3.6%	0.0%	16.8%	-10.6%	-1.3%
CCOc1ccc(CN(C(=O)c2ccccn2)c2ccc(OC)c(Cl)c2)cc1	?	-1.3%	2.3%	20.3	9.2%	16.8%	-16.3%	0.6%	-81.4%	13.0%	0.0%
CN1CCN(c2ccc(NC(=O)c3cccs3)cc2)CC1	-2.9%	8.1%	2.9%	3.0	?	-1.4%	-3.3%	-0.2%	?	-1.4%	1.5%
Cc1ccc(CNC(=O)C2CCC(=O)N(CCc3ccccn3)C2)s1 (stereo not given)	-16.2%	nt	-0.2%	0.2	4.2%	-4.1%	-4.2%	0.2%	-8.2%	3.3%	-2.8%
CN(C=C1C(=O)CC(C)(C)CC1=O)CCN1CCNCC1	9.5%	1.5%	3.5%	2.6	-1.4%	-6.0%	-3.7%	-0.1%	19.3%	0.6%	-6.0%
CN(C)c1ccc(CNC2C3CC4CC(C3)CC2C4)cc1 (stereo not given)	12.0%[7.66 µM]	1.7%	2.7%	0.8	0.1%	-5.5%	-1.8%	0.3%	-3.3%	-24.1%	0.4%
O=C(CSc1nc2ccccc2o1)Nc1nc(-c2ccccc2)c(-c2ccccc2)s1	8.8%	-9.2%	7.6%	0.6	-6.0%	3.7%	0.1%	-0.5%	-48.7%	-4.7%	0.2%
CCCC(NS(=O)(=O)c1ccc(C)cc1)C(=O)O (stereo not given)	-4.5%	-0.7%	-1.2%	4.6	2.4%	-2.3%	0.3%	-0.3%	-1.1%	2.7%	-3.5%
Cc1nc(Nc2ncc3c(n2)CC(C)(C)CC3=O)nc2ccccc12	22.3%	15.2%	nt	nt	nt	nt	-3.9%	nt	-1.1%	nt	2.7%
CCOC(=O)CNc1c(-c2ccccc2)nc2ccc(Cl)cn12	?	47.8%[activator]	-4.9%	-3.0	9.0%	10.8%	-2.8%	-0.3%	7.0%	-2.4%	-7.7%
Cc1cc([N+](=O)[O-])nn1CC(=O)Nc1ccc(F)cc1	1.3%	-0.3%	-0.7%	18.5	-0.9%	0.8%	-1.0%	-0.1%	-16.5%	-4.5%	-3.1%
Cc1cc(C2=NNC(=Nc3ccc(S(=O)(=O)N4CCOCC4)cc3)SC2)c(C)n1C	-5.5%	-3.1%	2.2%	-6.0	0.3%	6.8%	4.9%	-0.1%	0.0%	0.6%	-2.0%
COC(CNC(=O)CN1C(=O)COc2ccc(S(=O)(=O)N3CCOCC3)cc21)OC	-16.0%	1.4%	0.1%	-2.1	-0.6%	6.8%	5.3%	0.0%	14.5%	16.7%	-0.3%
COc1ccc(-n2nnnc2SCC(=O)N2CCN(C(=O)c3ccco3)CC2)cc1OC	7.2%	7.7%	-0.5%	-10.8	-11.0%	6.0%	-1.9%	0.1%	0.0%	4.8%	1.0%
NS(=O)(=O)c1cc(C2(O)NC(=O)c3ccccc32)ccc1Cl (stereo not given)	nt	-3.8%	1.7%	-0.9	-0.1%	1.0%	5.8%	0.4%	9.2%	7.1%	0.3%
COc1ccc(-n2nnnc2SCC(=O)Nc2ccccc2)cc1	6.0%	-0.4%	0.0%	5.1	-2.8%	0.0%	3.6%	0.3%	1.4%	-0.2%	-12.0%
O=C(OCc1ccccc1C(F)(F)F)c1cc([N+](=O)[O-])ccc1N1CCOCC1	?	-11.1%	-1.3%	4.4	4.8%	-17.3%	1.8%	-0.9%	-24.7%	-15.0%	-1.9%

(next part)
SMILES	Integrin act MD	ASM inhibitor	USP2a block	TRPV1 ag	ELG1 genotox	p53 reactivator	uPA surface inh	B2AR arrestin	BRCA1 expr act	Eya2 inh	PTAP TSG101 blk
O=C(NC1CCCCC1)n1c(=O)oc2cc(S(=O)(=O)N3CCCCC3)ccc21	7.9%	0.0%	-8.9%	3.0	-2.6%	?	nt	-0.6%	36.6%	21.8%	-3.0%
Cc1noc(C)c1COc1ccc(C(=O)NCc2cccs2)cc1	0.1%	1.4%	3.8%	nt	11.2%	-11.7%	-6.9%	0.4%	-21.2%	-20.1%	-1.2%
C/C(=N\OC(=O)c1ccc(F)cc1)c1sc(-c2ccccc2)nc1C	12.5%	1.9%	-0.2%	9.4	?	?	11.7%	-0.6%	2.82µM*	-9.1%	-3.2%
COc1ccc(CC(=O)NC(C)(C)CC(C)=O)cc1OC	7.8%	3.3%	0.6%	-1.3	-0.5%	-4.7%	1.7%	-0.6%	-0.3%	3.0%	-3.7%
O=C(N/N=C\c1cccc(Br)c1)c1ccccc1-n1cccc1	-7.9%	-8.7%	1.9%	7.0	-3.2%	-5.0%	2.1%	-1.0%	-47.3%	-25.3%	-5.8%
CC(C)[C@H](Nc1ccc(S(=O)(=O)N2CCOCC2)cc1[N+](=O)[O-])C(=O)OCC(=O)N(C(C)C)C(C)C	-22.1%	-3.1%	-5.4%	18.1	1.9%	-0.8%	-2.9%	-1.0%	-33.1%	0.1%	-2.1%
O=C(CSc1n[nH]c(=O)[nH]c1=O)NC1CCCCC1	0.0%	3.8%	0.8%	0.9	-1.4%	0.0%	1.7%	-0.7%	1.3%	9.0%	-1.6%
CCCn1c(N)c(C(=O)CSc2n[nH]c(-c3ccc(C)cc3)n2)c(=O)[nH]c1=O	-0.9%	-0.9%	-0.1%	6.1	?	-3.4%	1.7%	0.1%	-4.4%	-2.1%	0.0%
O=C(NNc1cccc(Cl)n1)c1ccc(Cl)nc1	-22.1%	-0.3%	0.3%	1.2	1.5%	-1.7%	2.4%	-0.4%	15.2%	6.1%	-1.3%
COc1ccc(CCNC(=S)Nc2ccc(S(=O)(=O)Nc3ncccn3)cc2)cc1OC	8.1%	4.6%	1.4%	-0.6	1.1%	1.1%	5.1%	0.3%	-3.9%	0.0%	-2.3%
Cn1cccc1C1CCCN1CC(=O)Nc1ccc(C(N)=O)cc1 (stereo not given)	-4.4%	5.5%	3.3%	nt	18.7%	1.0%	-10.3%	-0.3%	-4.4%	6.4%	-1.6%
O=C(O)/C=C/c1ccc([N+](=O)[O-])o1	0.0%	-1.6%	4.9%	1.6	0.0%	7.1%	-1.8%	0.3%	11.9%	-6.6%	-0.6%

Random excerpt: 2 records from the list.
SMILES	Integrin act MD	ASM inhibitor	USP2a block	TRPV1 ag	ELG1 genotox	p53 reactivator	uPA surface inh	B2AR arrestin	BRCA1 expr act	Eya2 inh	PTAP TSG101 blk
NS(=O)(=O)c1cc(C2(O)NC(=O)c3ccccc32)ccc1Cl (stereo not given)	nt	-3.8%	1.7%	-0.9	-0.1%	1.0%	5.8%	0.4%	9.2%	7.1%	0.3%
COc1ccc(-n2nnnc2SCC(=O)Nc2ccccc2)cc1	6.0%	-0.4%	0.0%	5.1	-2.8%	0.0%	3.6%	0.3%	1.4%	-0.2%	-12.0%
